# EZH2 inh – blocks human EZH2/PRC2 H3K27 methylation. Q15910. DELFIA TRF, 1 h. inhibition, % at 12.5 µM. 57,000 tested, 0.35% active;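 active = mean inhibition of replicates at least 50% and every single replicate also reaching 50%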;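 also: dimethyl H3K27 on biotinylated H3 21-44 peptide detected by antibody; plate controls were median neutral control wells for no effect and median positive control wells for full effect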
# Target sequence (Q15910 whole entry, looked up): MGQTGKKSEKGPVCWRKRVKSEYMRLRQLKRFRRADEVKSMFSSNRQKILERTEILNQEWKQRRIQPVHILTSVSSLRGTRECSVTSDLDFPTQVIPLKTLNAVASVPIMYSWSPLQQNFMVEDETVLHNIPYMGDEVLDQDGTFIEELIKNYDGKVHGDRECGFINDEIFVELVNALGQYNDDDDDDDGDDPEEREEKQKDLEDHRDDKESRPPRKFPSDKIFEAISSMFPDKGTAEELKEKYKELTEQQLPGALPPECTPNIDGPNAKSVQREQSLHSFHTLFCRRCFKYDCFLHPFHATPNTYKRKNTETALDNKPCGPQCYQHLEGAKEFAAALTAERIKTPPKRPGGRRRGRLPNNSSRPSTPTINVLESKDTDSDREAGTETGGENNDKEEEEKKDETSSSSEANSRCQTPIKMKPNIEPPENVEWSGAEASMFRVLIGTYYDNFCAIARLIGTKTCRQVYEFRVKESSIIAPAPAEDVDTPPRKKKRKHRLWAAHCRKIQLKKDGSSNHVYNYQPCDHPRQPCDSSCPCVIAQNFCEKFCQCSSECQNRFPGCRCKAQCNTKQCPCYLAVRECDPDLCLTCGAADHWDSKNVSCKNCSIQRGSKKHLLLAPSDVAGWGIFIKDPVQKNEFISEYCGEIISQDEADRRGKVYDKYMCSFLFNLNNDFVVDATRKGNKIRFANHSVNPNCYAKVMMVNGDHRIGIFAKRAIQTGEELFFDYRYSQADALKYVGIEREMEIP
# IDH1 mut inh – inhibitors of human IDH1 R132H; IDH1 R132H reductase, diaphorase/resazurin fluorescence, 60 min; inhibition, % at 10 µM; 70,000 tested, 0.18% active; in the data active = inhibition above about 34%;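 also: 0% = DMSO and 100% = no enzyme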
# * hit, by the source's call; nt = not tested or not shown. Some of the compounds tested (hit frequency here may not be typical).
SMILES,EZH2 inh,IDH1 mut inh
COC(=O)C(CC#Cc1ccc2c(c1)[C@]1(C(=O)N2)[C@H](c2ccc(O)cc2)N2[C@H](c3ccccc3)[C@H](c3ccccc3)OC(=O)[C@H]2[C@@H]1C(=O)NC[C@H](O)c1ccccc1)C(=O)OC,-16.8,nt
C[C@@H]1CN([C@@H](C)CO)C(=O)c2cc(Br)cnc2O[C@@H]1CN(C)C(=O)Nc1ccc(F)cc1,0.7,0.0
CC(C)CC#Cc1ccc2c(c1)O[C@H](CN(C)S(=O)(=O)c1cccc(F)c1)[C@H](C)CN([C@@H](C)CO)S2(=O)=O,-2.9,8.0
CN(C)C(=O)C[C@H]1C=C[C@@H](NC(=O)NC2CCCC2)[C@H](CO)O1,3.5,0.0
C[C@@H]1CN([C@@H](C)CO)C(=O)c2cc(NC(=O)C3CCCCC3)ccc2O[C@@H](C)CCCCO[C@H]1CN(C)C(=O)c1ccncc1,0.0,nt
C[C@@H]1CN([C@H](C)CO)C(=O)Cc2cc(NC(=O)Nc3ccc4c(c3)OCO4)ccc2O[C@H]1CN(C)S(=O)(=O)c1ccccc1,nt,0.7
O=C(CSc1n[nH]c(-c2ccccc2)n1)Nc1sc2c(c1C(=O)Nc1ccccc1)CCCC2,16.8,0.2
C[C@@H]1CN([C@@H](C)CO)C(=O)Cc2cc(NC(=O)NC3CCCCC3)ccc2O[C@H]1CN(C)C(=O)Nc1cccc2ccccc12,-28.3,-0.3
O=C(O)C[C@@H]1C[C@H]2c3cc(NC(=O)NC4CCCCC4)ccc3O[C@H]2[C@@H](CO)O1,-9.4,-0.1
O=C(NN=C1CCCCCC1)c1ccccc1O,17.5,nt
C[C@@H]1CN([C@H](C)CO)C(=O)c2cc(/C=C/c3ccccc3)cnc2O[C@@H]1CN(C)S(C)(=O)=O,2.6,nt
C[C@@H]1CN([C@@H](C)CO)C(=O)Cc2cc(NS(=O)(=O)c3cn(C)cn3)ccc2O[C@H]1CN(C)S(=O)(=O)c1cccs1,nt,0.3
C[C@@H]1CN([C@@H](C)CO)C(=O)c2cc(NC(=O)Nc3ccccc3)ccc2O[C@@H]1CN(C)C(=O)Nc1ccccc1,-3.8,-0.5
Cc1noc(C)c1S(=O)(=O)Nc1cccc2c1O[C@H](CN(C)C(=O)Nc1ccccc1)[C@H](C)CN([C@@H](C)CO)C2=O,nt,-2.6
O=S(=O)(Cc1ccc2nonc2c1)c1cccs1,-7.4,-1.4
C[C@@H]1CN([C@H](C)CO)S(=O)(=O)c2ccc(-c3cccc(C#N)c3)cc2O[C@@H]1CN(C)C(=O)c1cccnc1,-0.6,0.7
O=C(Nc1c(Cl)cc(Cl)cc1C(=O)NCc1cccnc1)c1cccc([N+](=O)[O-])c1,-5.9,0.5
Cc1nc(SCC(=O)Nc2ccc(F)cc2)nc2c1CCCC2,nt,1.4
COc1ccc(NC(=O)Nc2ccc3c(c2)C(=O)N([C@@H](C)CO)C[C@@H](C)[C@H](CN(C)S(=O)(=O)c2ccc(OC)cc2)OCCCC[C@@H](C)O3)cc1,nt,-0.6
C[C@@H]1CCCCO[C@H](CN(C)C(=O)CCCN(C)C)[C@H](C)CN([C@@H](C)CO)C(=O)c2cc(NC(=O)Nc3ccc4c(c3)OCO4)ccc2O1,nt,1.2
Cc1ccc(S(=O)(=O)N[C@@H]2C=C[C@@H](CC(=O)N3CCC(Cc4ccccc4)CC3)O[C@H]2CO)cc1,-4.2,-0.1
Cc1noc(C)c1S(=O)(=O)Nc1ccc2c(c1)CC(=O)N([C@@H](C)CO)C[C@@H](C)[C@@H](CN(C)C(=O)Nc1cccc3ccccc13)O2,nt,0.4
CCO[C@H]1OC(C(=O)N2CCN(Cc3ccc4c(c3)OCO4)CC2)=C[C@@H](C2CCCCC2)[C@@H]1CCCO,20.0,nt
C/C=C/c1cnc2c(c1)C(=O)N([C@H](C)CO)C[C@H](C)[C@@H](CN(C)Cc1ccccc1)O2,16.1,-0.4
C=C(C)[C@@H]1CC=C(/C=N/NC(=O)CCCCCC(=O)Nc2ccccc2O)CC1,7.7,-0.2
CCCNC(=O)N(C)C[C@H]1Oc2ncc(/C=C/c3ccccc3)cc2C(=O)N([C@@H](C)CO)C[C@@H]1C,-6.0,-0.3
C[C@H]1CN([C@@H](C)CO)C(=O)c2cc(NC(=O)NC3CCCCC3)ccc2O[C@@H]1CN(C)S(=O)(=O)c1ccc(Cl)cc1,-17.6,0.7
C[C@H](CO)N1C[C@H](C)[C@H](CN(C)C(=O)Nc2ccc(F)cc2)Oc2cc(/C=C/c3ccccc3)ccc2S1(=O)=O,-14.5,-0.9
COc1ccccc1CNC(=O)c1cccc(NC(=O)c2ccccc2)c1,-25.0,-0.4
O=C(O)C[C@H]1C[C@@H]2c3cc(NC(=O)NC4CCCC4)ccc3O[C@@H]2[C@@H](CO)O1,1.3,0.4

# Arranged by molecular weight (lowest first): 7 of the compounds above.
SMILES,EZH2 inh,IDH1 mut inh
O=C(NN=C1CCCCCC1)c1ccccc1O,17.5,nt
CN(C)C(=O)C[C@H]1C=C[C@@H](NC(=O)NC2CCCC2)[C@H](CO)O1,3.5,0.0
CCCNC(=O)N(C)C[C@H]1Oc2ncc(/C=C/c3ccccc3)cc2C(=O)N([C@@H](C)CO)C[C@@H]1C,-6.0,-0.3
C[C@@H]1CN([C@H](C)CO)S(=O)(=O)c2ccc(-c3cccc(C#N)c3)cc2O[C@@H]1CN(C)C(=O)c1cccnc1,-0.6,0.7
Cc1noc(C)c1S(=O)(=O)Nc1cccc2c1O[C@H](CN(C)C(=O)Nc1ccccc1)[C@H](C)CN([C@@H](C)CO)C2=O,nt,-2.6
C[C@@H]1CN([C@H](C)CO)C(=O)Cc2cc(NC(=O)Nc3ccc4c(c3)OCO4)ccc2O[C@H]1CN(C)S(=O)(=O)c1ccccc1,nt,0.7
COc1ccc(NC(=O)Nc2ccc3c(c2)C(=O)N([C@@H](C)CO)C[C@@H](C)[C@H](CN(C)S(=O)(=O)c2ccc(OC)cc2)OCCCC[C@@H](C)O3)cc1,nt,-0.6

# New compounds follow.
SMILES,EZH2 inh,IDH1 mut inh
C[C@@H]1CN([C@@H](C)CO)C(=O)c2cccc(NC(=O)Nc3ccccc3)c2O[C@H]1CN(C)Cc1ccc(C(=O)Nc2ccccc2N)cc1,-18.9,0.1
Cc1noc(C)c1NC(=O)N[C@H]1C=C[C@H](CC(=O)NCCCN(C)C)O[C@@H]1CO,3.3,0.2
C[C@@H]1CN([C@H](C)CO)C(=O)c2cc(NC(=O)Nc3ccccc3)ccc2O[C@H]1CN(C)C(=O)Nc1ccc(C(F)(F)F)cc1,nt,0.0
Cc1noc(C)c1NC(=O)Nc1ccc2c(c1)C(=O)N([C@@H](C)CO)C[C@@H](C)[C@@H](CN(C)C)OCCCC[C@H](C)O2,8.9,2.9
COc1ccc(CN(C)C[C@@H]2OCCCC[C@@H](C)Oc3ccc(NC(=O)CCCCCC(=O)Nc4ccccc4N)cc3C(=O)N([C@H](C)CO)C[C@@H]2C)cc1,-22.0,2.0
COc1ccccc1CNC(=O)C[C@@H]1C[C@H]2c3cc(NC(=O)NC4CCCC4)ccc3O[C@H]2[C@H](CO)O1,-12.1,0.2
C[C@H](CO)N1C[C@H](C)[C@H](CN(C)CC2CCCCC2)Oc2c(NC(=O)c3ccc(-c4nccs4)cc3)cccc2C1=O,2.6,nt
Cc1ccc(-c2cnc3c(c2)C(=O)N([C@H](C)CO)C[C@H](C)[C@@H](CN(C)CC2CCOCC2)O3)cc1,10.5,-0.3
CNC[C@H]1Oc2c(NC(=O)c3cnccn3)cccc2C(=O)N([C@H](C)CO)C[C@H]1C,-7.0,3.2
COc1ccc(S(=O)(=O)Nc2ccc3c(c2)CC(=O)N([C@H](C)CO)C[C@H](C)[C@@H](CN(C)Cc2ccc(C(F)(F)F)cc2)O3)cc1,nt,1.9
CN(C)C(=O)C[C@H]1C[C@@H]2c3cc(NS(C)(=O)=O)ccc3O[C@@H]2[C@H](CO)O1,-3.8,-0.1
C[C@H](CO)N1C[C@H](C)[C@@H](CN(C)C(=O)Nc2ccc(N3CCCCC3)cc2)OCc2cnnn2CCCC1=O,-0.8,nt
C[C@@H]1CCCCO[C@H](CN(C)S(=O)(=O)c2ccc(Cl)cc2)[C@@H](C)CN([C@H](C)CO)C(=O)c2cc(NC(=O)Cc3ccccc3)ccc2O1,nt,1.6
COc1ccccc1-n1c(CN2C(=O)c3ccccc3C2=O)nc2ccccc2c1=O,-1.6,-0.1
C[C@@H]1CCCCO[C@H](CN(C)Cc2ccncc2)[C@@H](C)CN([C@@H](C)CO)C(=O)c2cc(NC(=O)Nc3cccc4ccccc34)ccc2O1,nt,-2.7

# Two of these compounds in another layout.
Molecule | EZH2 inh | IDH1 mut inh
COc1ccccc1CNC(=O)c1cccc(NC(=O)c2ccccc2)c1 | -25.0 | -0.4
C[C@@H]1CN([C@@H](C)CO)C(=O)c2cc(Br)cnc2O[C@@H]1CN(C)C(=O)Nc1ccc(F)cc1 | 0.7 | 0.0

# (list continues)
SMILES,EZH2 inh,IDH1 mut inh
COC(=O)c1c(NC(=O)Nc2ccc(Cl)c(Cl)c2)sc2c1C(C(=O)OC)CC2 (centres undefined),-0.6,-0.2
O=C(CSc1nnc(-c2ccncc2)n1-c1ccc(Cl)cc1)Nc1ccc(C(=O)O)cc1,3.6,-0.2
Cn1c(SCC(=O)c2ccc(Cl)cc2Cl)nnc1-c1cccnc1,-1.5,1.1
O=C(C[C@@H]1C=C[C@H](NC(=O)CC2CC2)[C@@H](CO)O1)NCC(F)(F)F,8.2,0.2
C[C@H]1CN([C@@H](C)CO)C(=O)c2cc(NC(=O)C3CC3)ccc2O[C@H]1CN(C)CC1CCCCC1,-6.9,-0.4
NC(=O)CSc1oc(-c2cccs2)nc1S(=O)(=O)c1ccccc1,-15.1,0.2
CCCC#Cc1cnc2c(c1)C(=O)N([C@H](C)CO)C[C@H](C)[C@@H](CN(C)C(=O)NCCC)O2,-10.9,0.3
C[C@@H]1CN([C@H](C)CO)C(=O)c2cc(NS(=O)(=O)c3ccc(Cl)cc3)ccc2O[C@@H]1CN(C)C(=O)Nc1ccc(C(F)(F)F)cc1,nt,0.3
CO[C@H]1CN(C)C(=O)c2cc(NC(=O)Nc3cccc(F)c3)ccc2OC[C@@H](C)N(C(=O)C2CC2)C[C@@H]1C,-12.9,nt
O=C(CCN1CCCCC1)N[C@H]1CC[C@H](CCNS(=O)(=O)c2ccccc2)O[C@H]1CO,-3.2,0.1
CO[C@@H]1CN(C)C(=O)c2ccc(NC(=O)C3CCCC3)cc2OC[C@@H](C)N(Cc2nccs2)C[C@H]1C,-2.9,0.1
O=C(C[C@H]1C[C@H]2c3cc(NC(=O)c4ccc5c(c4)OCO5)ccc3O[C@H]2[C@H](CO)O1)NCc1ccc(Cl)cc1,-21.1,-0.2
CO[C@H]1CN(C)C(=O)c2cc(NC(C)=O)ccc2OC[C@H](C)N(Cc2ccccc2F)C[C@H]1C,3.7,0.0
COc1ccc(S(=O)(=O)Nc2ccc3c(c2)CC(=O)N([C@@H](C)CO)C[C@H](C)[C@@H](CN(C)Cc2ccncc2)O3)cc1,nt,6.1
CC1CCC23CCC(O[C@@H]4O[C@H](CO)[C@@H](O)[C@H](O)[C@H]4O)C12C(C=O)=CC3(C)C (some centres undefined),7.0,0.2
C[C@@H]1CN([C@H](C)CO)C(=O)CCCn2nncc2CO[C@@H]1CN(C)Cc1cccc(C(F)(F)F)c1,13.8,1.5
C[C@H]1CN([C@@H](C)CO)C(=O)c2cc(NS(=O)(=O)c3ccc(F)cc3)ccc2O[C@@H]1CN(C)S(=O)(=O)c1ccccc1,nt,2.5
O=C(NCc1ccccc1)[C@]1(CCS(=O)(=O)c2ccccc2)N=C(c2ccc(OCCCO)cc2)O[C@@H]1c1ccccc1,19.7,nt
CO[C@H]1CN(C)C(=O)c2cc(C#N)ccc2OC[C@@H]2O[C@@H](CC[C@H]2OC)CCN(C)C(=O)[C@@H]1C,4.8,0.1
C[C@@H]1CN([C@@H](C)CO)C(=O)c2cc(C#CCN(C)C)cnc2O[C@@H]1CN(C)S(=O)(=O)c1cn(C)cn1,nt,0.1
COCC#Cc1cnc2c(c1)C(=O)N([C@H](C)CO)C[C@@H](C)[C@H](CN(C)C(=O)C1CC1)O2,-0.3,nt
C[C@H](CO)N1C[C@H](C)[C@H](CN(C)C(=O)Nc2ccc(F)cc2)Oc2ccc(NC(=O)c3ccncc3)cc2C1=O,3.1,1.7
CNC[C@H]1Oc2cc(C#Cc3ccccc3OC)ccc2S(=O)(=O)N([C@@H](C)CO)C[C@@H]1C,-22.6,-4.8
C[C@H]1CN([C@@H](C)CO)C(=O)c2cccc(NC(=O)c3ccncc3)c2O[C@H]1CN(C)S(C)(=O)=O,-2.7,nt
CN(C)C(=O)C[C@H]1C=C[C@H](NC(=O)c2ccc(F)cc2)[C@H](CO)O1,-7.7,-0.1
O=C(Cc1ccccc1)N[C@H]1C=C[C@@H](CC(=O)N2CCOCC2)O[C@@H]1CO,4.7,-0.1
C[C@@H]1CN([C@@H](C)CO)C(=O)Cc2cc(NC(=O)Cc3cn(C)c4ccccc34)ccc2O[C@@H]1CN(C)C(=O)Nc1ccc(C(F)(F)F)cc1,nt,-1.3
CNC[C@H]1OCCCC[C@H](C)Oc2ccc(NS(C)(=O)=O)cc2C(=O)N([C@H](C)CO)C[C@H]1C,-18.6,7.3
CC(C)(C)OC(=O)Nc1cccc(/C=N/NC(=O)c2cccc(C(=O)NO)c2)c1,0.6,nt
O=C(O)CCc1ccc(-c2cccs2)n1CC1CCCO1 (centres undefined),nt,0.5
CO[C@@H]1CN(C)C(=O)c2cc(NS(=O)(=O)c3ccccc3F)ccc2OC[C@@H](C)NC[C@H]1C,11.0,0.2
C/C=C/c1ccc2c(c1)O[C@H](CN(C)C(=O)CN1CCOCC1)[C@H](C)CN([C@@H](C)CO)S2(=O)=O,nt,-0.3
CC(C)NC(=O)N(C)C[C@H]1Oc2ncc(-c3cccc(C#N)c3)cc2C(=O)N([C@@H](C)CO)C[C@H]1C,13.5,nt

# Screening data from PubChem.
